Bioassay records as filed in PubChem.
SNCA expr inh: inhibitors of alpha-synuclein (SNCA) gene expression. Potency, µM (doses to about 57.2 µM), inactives show at the top dose activity change, negative = inhibition, usual class: inhibitors. 140,000 tested, 0.17% active. AID 1671194. HEK-293 SNCA-luciferase knock-in, luminescence, 24 h;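 note: potency is the fitted concentration of half-maximal effect; plate controls were DMSO cells for no effect and cell-free wells for full effect; nearly all actives have a fitted effect of over 45% in size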
SNCA viab count: counter-screen for SNCA expression inhibitors: cell viability; HEK-293-SNCA-luc viability, GF-AFC fluorescence, 24 h; 150,000 tested, 0.12% active; Potency, µM (highest dose often 57.1 µM), for inactives: at the highest dose activity change, negative = cytotoxicity, most hits filed as cytotoxic; AID 1671193;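 note: potency is the fitted concentration of half-maximal effect; 0% = DMSO-treated cells and -100% = medium-only wells without cells; nearly all actives have a fitted effect of over 30% in size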
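HEK-293-SNCA-luc cells (1500/well) plated 24 h, then exposed 24 h to a dilution series; GF-AFC added 30 min at 37C, fluorescence 405/540 nm; normalised to medium-only and DMSO wells, Hill fit.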
GPT2 inh: inhibitors of human GPT2 alanine aminotransferase. Q8TD30. Recombinant GPT2, coupled pyruvate oxidase/HRP Amplex Red fluorescence. Potency, µM (highest dose often 57.7 µM), for inactives: top-dose activity change, negative = inhibition, usual class: inhibitors. 100,000 tested, 0.25% active. AID 1671188; note: potency is the fitted concentration of half-maximal effect; nearly all actives have a fitted effect of over 60% in size; many of its hits are not listed in these tables
Target sequence (Q8TD30 whole entry, looked up): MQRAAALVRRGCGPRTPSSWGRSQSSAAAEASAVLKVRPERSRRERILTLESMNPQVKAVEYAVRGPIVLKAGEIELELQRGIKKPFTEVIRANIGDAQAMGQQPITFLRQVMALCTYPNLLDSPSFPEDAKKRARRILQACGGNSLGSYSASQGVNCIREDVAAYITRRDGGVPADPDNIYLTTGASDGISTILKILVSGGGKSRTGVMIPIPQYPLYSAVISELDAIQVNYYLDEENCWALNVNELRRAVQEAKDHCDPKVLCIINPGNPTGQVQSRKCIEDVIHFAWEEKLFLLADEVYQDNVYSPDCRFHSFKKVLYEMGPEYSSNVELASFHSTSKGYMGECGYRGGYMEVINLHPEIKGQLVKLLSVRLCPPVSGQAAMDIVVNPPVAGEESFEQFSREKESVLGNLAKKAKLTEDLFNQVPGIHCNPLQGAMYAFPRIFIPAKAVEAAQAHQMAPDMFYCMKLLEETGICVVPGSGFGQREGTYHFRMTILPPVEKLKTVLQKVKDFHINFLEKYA
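Recombinant GPT2 (10ng/uL) with 250uM a-KG and 2mM L-alanine, 30 min at room temperature, in HEPES pH 7.5 buffer. Pyruvate detected by pyruvate oxidase/HRP/Amplex Red fluorescence after 30 min in the dark; AOA (50uM) as positive control.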
Luciferase inh: blocks purified firefly luciferase enzyme activity; AID 1347043; purified P. pyralis luciferase, luminescence, biochemical; P08659; Potency, µM (highest dose often 115 µM), inactives show top-dose activity change, negative = inhibition, actives largely listed as inhibitors; 76,000 tested, 2.5% active; note: potency is the fitted concentration of half-maximal effect; nearly all actives have a fitted effect of over 65% in size
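Luminescence read by CCD imaging after purified firefly luciferase (10nM final) was added to substrate buffer holding 10uM D-luciferin and 10uM ATP, pH 7.5, pre-dosed with compound.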
IP6K1 inh: inhibitors of human IP6K1 | IP6K1 kinase, ADP-Glo luminescence, 2 h; active compounds read low | activity change, % (series mostly up to about 58 µM) | 140,000 tested, 0.81% active | AID 1645851; in the data active = activity change below about -25%
Target sequence (Q92551 whole entry, looked up): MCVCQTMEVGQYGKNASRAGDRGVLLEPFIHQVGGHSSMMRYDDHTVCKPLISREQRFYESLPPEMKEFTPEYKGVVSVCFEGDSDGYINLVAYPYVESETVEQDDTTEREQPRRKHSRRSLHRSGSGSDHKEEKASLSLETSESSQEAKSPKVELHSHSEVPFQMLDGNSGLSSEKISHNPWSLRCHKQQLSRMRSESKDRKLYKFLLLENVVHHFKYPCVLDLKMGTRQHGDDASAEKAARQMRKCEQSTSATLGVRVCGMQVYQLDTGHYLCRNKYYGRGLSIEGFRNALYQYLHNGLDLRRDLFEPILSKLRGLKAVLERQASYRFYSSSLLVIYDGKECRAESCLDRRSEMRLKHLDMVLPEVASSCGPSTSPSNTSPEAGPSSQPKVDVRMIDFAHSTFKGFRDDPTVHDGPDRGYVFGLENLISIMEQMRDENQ
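ADP-Glo luminescence measures ADP made by human IP6K1 during a 2 h RT reaction with ATP/IP6 (mix at 1.3 mM/130 uM); top library doses 57.5 and 19.1 uM final.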
HEK293 tox: HEK 293 cell cytotoxicity. HEK 293 viability, ATP luminescence (CellTiter-Glo), 48-72 h. Potency, µM (top dose mostly 115 µM), for inactives: top-dose activity change, negative = cytotoxicity, actives largely listed as inhibitors. 94,000 tested, 6.6% active. AID 1345083; note: potency is the fitted concentration of half-maximal effect; nearly all actives have a fitted effect of over 60% in size
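qHTS cytotoxicity; HEK 293, 250 cells/well; compound pinned; 48 or 72 hr, 37 degree Celsius, 5% CO2, 95% humidity; CellTiter-Glo, 10 min RT; luminescence (ATP).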
NIH3T3 tox: NIH 3T3 cell cytotoxicity | 94,000 tested, 4.3% active | NIH 3T3 viability, CellTiter-Glo ATP luminescence, 48-72 h | Potency, µM (titrated, usually from 96.7 µM), without a hit: top-dose activity change, negative = cytotoxicity, actives largely listed as inhibitors; note: potency is the fitted concentration of half-maximal effect; nearly all actives have a fitted effect of over 55% in size
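Viability of NIH 3T3 cells after 48 or 72 hr compound treatment at 37 °C was assessed by CellTiter-Glo, with luminescence imaged following a 10 min room-temperature step.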
* marks the source's active call; other numbers are inactive results; i = inactive; u = inconclusive; x = no result given; & = joins results of further samples; [ ] = dose if it differs, or a comment. Unless noted, calls come from the whole dose curve; as a rule, active = well fitted curve in the direction sought with a large enough effect; inconclusive = small, poorly fitted or top-dose-only effect, or another doubt; inactive = no such curve, though single readings can be large; an effect the other way counts as inactive or inconclusive. Unless noted, % is set by controls: 0 for no effect and ±100 for the full control effect.

SMILES	SNCA expr inh	SNCA viab count	GPT2 inh	Luciferase inh	IP6K1 inh	HEK293 tox	NIH3T3 tox
COc1ccc(N2CC(C(=O)NCC3CC3)NC2=O)cc1 (centres undefined)	12%[87.6 µM]	0%[87.6 µM]	3%[88.5 µM]	-9%[172 µM]	3	-10%[172 µM]	-12%[138 µM]
COc1ccc(C)cc1NC(=O)C(=O)NCCc1csc(-c2ccc(C)cc2)n1	-13%	1%	x	x	-1	x	x
CC(C)CNCc1ccc(-c2ccccc2S(=O)(=O)N2CCCC2)cc1	x	-19%	u	x	6	x	x
CC(C)C(=O)NCC12CCC=C1N(C)C(=O)CC2 (centres undefined)	-6%	-3%	-16%	-2%	4	-4%	0%
CN1CC[C@H]2CN(C(=O)c3cn(-c4ccccc4)nn3)C[C@@]2(C(=O)O)C1	-15%	-9%	i[11.5 µM]	1%	9	-5%	-4%
C#CCNC(=O)CC[C@H]1CNC(=O)[C@@H]2[C@@H](CCN2Cc2ncc[nH]2)N1C	u	5%[87.6 µM]	u	1%[172 µM]	12	-2%[172 µM]	-13%[138 µM]
O=C(c1ccc2nccn2c1)N(Cc1c(F)cccc1Cl)C1CC1	u	-2%	u	0%	7	-24%	-37%
CNCC(=O)N1CCCC(N2CCN(Cc3ccc4c(c3)OCO4)CC2)C1 (centres undefined)	2%	3%	i[11.5 µM]	0%	-37*	-18%	-4%
COc1cccc(CNC(=O)CN2CC3CC(C2)[C@H]2CCCC(=O)N2C3)c1 (some centres undefined)	8%	1%	i	7%	2	-6%	i
CCOc1ccc(CNC(=O)CSc2nnc(C)c3c(C)n(-c4ccc(Cl)cc4)nc23)cc1	-3%	11%	x	x	17	x	x
Cc1cccc(NC(=O)CSc2nc(-c3cccs3)cc(C(F)(F)F)c2C#N)c1	-11%	15%	x	x	-13	x	x
Cc1ccc(C(=O)N2CCC3(CC2)NC(=O)N(c2cccc(F)c2)N3)s1	5%	-2%	-17%	-3%	-11	u	u
COCCc1noc(CC2CCOC3(CCN(C(=O)CCC4CCCC4)CC3)C2)n1 (centres undefined)	-4%	-7%	u	7%	11	u	-22%
COC1CCOC2(CCN(S(=O)(=O)c3ccccc3)CC2)C1 (centres undefined)	4%	3%[12.5 µM]	i	-4%	-20	0%	-11%
Cc1ccc(NC(=O)c2ccc3c(c2)N(C)C2CCCCN2C3=O)cc1C (centres undefined)	149%[activator]	-5%[12.5 µM]	-10%	40µM*	4	u	u

Compounds from the list above that contain fluorine, in the order listed:
SMILES	SNCA expr inh	SNCA viab count	GPT2 inh	Luciferase inh	IP6K1 inh	HEK293 tox	NIH3T3 tox
O=C(c1ccc2nccn2c1)N(Cc1c(F)cccc1Cl)C1CC1	u	-2%	u	0%	7	-24%	-37%
Cc1cccc(NC(=O)CSc2nc(-c3cccs3)cc(C(F)(F)F)c2C#N)c1	-11%	15%	x	x	-13	x	x
Cc1ccc(C(=O)N2CCC3(CC2)NC(=O)N(c2cccc(F)c2)N3)s1	5%	-2%	-17%	-3%	-11	u	u

Remaining list, next part:
SMILES	SNCA expr inh	SNCA viab count	GPT2 inh	Luciferase inh	IP6K1 inh	HEK293 tox	NIH3T3 tox
COc1ccc(Nc2ccnc(N3CCC(NC(=O)Nc4ccc(Cl)cc4)CC3)n2)cc1	u	5%[12.5 µM]	i	x	12	20µM*	32µM*
O=C(NCCc1ccc(Cl)cc1)c1nc2sccn2c1-c1cccc(C(F)(F)F)c1	-9%	-17%	3%	x	-8	u	u
O=C1CC2(CCN(C(=O)C3(c4ccc(F)cc4)CCOCC3)C2)C(=O)N1 (centres undefined)	-26%	13%	0%	-6%	15	-13%	-15%
Cc1cccc(OCCn2c(SCC(N)=O)nc3ccccc32)c1	-2%	-3%	x	x	0	x	x
COc1ccc(CNC(=O)CCC2N=C3c4ccccc4N=C(SCc4ccc(F)cc4)N3C2=O)cc1 (centres undefined)	-23%	u	x	x	-7	x	x
COc1ccccc1N1CC2(C1)CN(c1ccccc1)C(=O)O2	-9%[87.6 µM]	1%[87.6 µM]	-14%[88.5 µM]	6%[172 µM]	4	u	-15%[138 µM]
CC(=O)N1CCC2(CC1)CN([S+](C)(=O)[O-])Cc1ccccc1O2	-14%	8%	3%	x	-1	3%	4%
CCCCOc1ccc(Cn2c(=O)sc3ccccc32)cc1	-4%	3%	x	x	2	x	x
COc1ccc(OC)c(CNC(=O)CCS(=O)(=O)c2ccc3c(c2)oc(=O)n3C)c1	44%[activator]	-8%	x	x	19	x	x
CC1=C(C(=O)OC(C)C)C(c2ccccc2Cl)N2C(CC(=O)NCC3CC3)=CSC2=N1 (centres undefined)	7%	-5%	-7%	-2%	1	u	u
CCc1ccc(C(=O)N2CCC(c3n[nH]c(=O)n3Cc3ccc(F)cc3)CC2)cc1	-7%	8%	-13%	9%	3	u	u
c1ccc2c(-c3cnn4cc(-c5ccc(N6CCNCC6)cc5)cnc34)ccnc2c1	22%	2%	i	x	x	x	x
CCOc1ccc(OCC)c(Nc2ccc3cc(S(=O)(=O)N4CCCC4)ccc3n2)c1	-21%	-11%	x	x	31	x	x
CC(=O)N1CC2(Cc3ccccc31)CN(C(=O)Nc1ccc(Cl)cc1)C2	25%	-11%	-9%	4%	-4	-21%	-27%
Cc1ccc(C2Cn3nnc(C(=O)N4CCC(C(=O)NCc5ccccn5)CC4)c3CO2)cc1 (centres undefined)	5%	5%	i	11µM*	1	-4%	i

Sorted by SMILES length (low to high): part of the list above.
SMILES	SNCA expr inh	SNCA viab count	GPT2 inh	Luciferase inh	IP6K1 inh	HEK293 tox	NIH3T3 tox
COc1ccccc1N1CC2(C1)CN(c1ccccc1)C(=O)O2	-9%[87.6 µM]	1%[87.6 µM]	-14%[88.5 µM]	6%[172 µM]	4	u	-15%[138 µM]
COc1ccc(Nc2ccnc(N3CCC(NC(=O)Nc4ccc(Cl)cc4)CC3)n2)cc1	u	5%[12.5 µM]	i	x	12	20µM*	32µM*
CCc1ccc(C(=O)N2CCC(c3n[nH]c(=O)n3Cc3ccc(F)cc3)CC2)cc1	-7%	8%	-13%	9%	3	u	u

Next part:
SMILES	SNCA expr inh	SNCA viab count	GPT2 inh	Luciferase inh	IP6K1 inh	HEK293 tox	NIH3T3 tox
CC(C)C1CN(C(=O)CNC(=O)N(C)C)CCCN1Cc1ccc(F)cc1 (centres undefined)	-26%	-3%	i	-6%	-12	u	i
COc1ccccc1CNC(=O)CCNS(=O)(=O)c1cccc2nsnc12	13%	-1%	x	x	33	x	x
CC(C)CCNC(=O)c1cnc2c(c1)N(Cc1ccccc1)CCC2	-23%[87.6 µM]	-3%[87.6 µM]	1%[88.5 µM]	10%[172 µM]	3	u	79µM*
COCCN1CCC(CN(Cc2ccncc2)C(=O)c2scnc2C)CC1	-11%	-3%	-7%	12%	6	3%	i
Cc1nn(C)c(C)c1CCC(=O)N1C[C@@H](Oc2ccccc2)C[C@H]1C(=O)NC1CC1	31%[activator]	3%	0%	6%	11	0%	-17%
COCCn1c(=O)n([C@H]2CCCN(S(=O)(=O)c3cn(C)cn3)C2)c2ncccc21	27%	5%	i	3%	3	-12%	i
CCCNC(=O)NC[C@@H]1C=C(C)[C@H](Cc2nc3ccc(C(=O)OC)cc3[nH]2)C[C@H]1C(C)C	-1%	-15%	2%	-9%	5	u	u
O=C(NCCOc1ccccc1)C1CCCN(c2nc3ncccc3o2)C1 (centres undefined)	36%[activator]	u	-10%	-2%	4	i	-3%
COc1ccc(CNC(=O)CCCc2cn(C)c3ccccc23)c(OC)c1	-23%	12%	x	x	-8	x	x
COc1cccc(CNC(=O)CN2C(=O)NC3(CCC(C)CC3)C2=O)c1 (centres undefined)	35%[activator]	5%	-10%	-2%	6	8%	i
O=C(CCC1CCCC1)N1CCCCCC1CN1CCOCC1 (centres undefined)	5%	-16%	i	11%	1	u	u
O=C(CCc1ccc(O)cc1)N1C[C@@H](CN2CCOCC2)[C@@H](CO)C1	5%	1%	1%	8%	-8	-3%	i
CC(=O)NC1(C)CCN(Cc2ccc(-c3cccc(C(F)(F)F)c3)cc2)C1 (centres undefined)	124%[activator][87.6 µM]	-27%[87.6 µM]	i	63µM*	24	50µM*	45µM*
CCOC(=O)c1cccc(NC(=O)NCc2ccc3c(c2)CCN3C(=O)CC)c1	47%[activator]	17%	x	x	1	x	x
CNC(=O)c1cccc(-c2cnc(Nc3ccc(F)c(Cl)c3)c3c2CCO3)c1	54%[activator][87.6 µM]	u	-14%[88.5 µM]	10µM*	-18	28µM*	u
COc1ccc(CNC(=O)[C@@H]2Cc3c[nH]c4cccc(c34)[C@H](CC(C)C)N2)cc1	u	u	-4%[88.5 µM]	-14%[172 µM]	4	79µM*	45µM*
Cc1ccc(NC(=O)[C@@H]2OCC(=O)N(C)[C@H]2c2ccccc2)cc1	-4%	16%	4%	x	7	-7%	-15%
CCc1ccc(NC(=O)c2ccc(F)c(S(=O)(=O)N3CCN(c4cc(C)ccc4C)CC3)c2)cc1	68%[activator]	-2%	x	x	9	x	x
COc1ccc(Nc2ccc3c(n2)CN(Cc2ccccc2F)C(=O)CO3)cc1	14%[87.6 µM]	u	-21%[88.5 µM]	2%[172 µM]	-25	63µM*	u
CCS(=O)(=O)N1CCCc2cc(C(=O)Nc3cccc(C(C)=O)c3)ccc21	u	u	x	x	-8	x	x
O=C(Nc1ccc(Cl)cc1)NC1CCN(Cc2cccc(-c3cccs3)c2)CC1	u	-4%[12.5 µM]	-20%	x	4&5	20µM*	13µM*
Nc1ncncc1-c1noc([C@@H]2CCCN2Cc2cnc3ccccc3c2)n1	7%[87.6 µM]	3%[87.6 µM]	i	10%[172 µM]	-9	-4%[172 µM]	u
Cc1nc(SCC(=O)Nc2ccc(Cl)cc2C(F)(F)F)[nH]c(=O)c1Cc1ccccc1	26%	0%	x	x	8	x	x
CCOc1ccccc1NC(=O)N1CCC2(CC1)CC(Cc1nc(COC)no1)CCO2 (centres undefined)	11%	-7%	i	-9%	-12	-22%	-20%
O=C(NCc1ccnc2[nH]ccc12)c1cccc(Cl)c1	17%[87.6 µM]	0%[87.6 µM]	i	u	3	-19%[172 µM]	u
CC(C)N1C[C@@H](COc2ccc(-c3ccccc3)cc2)[C@H](c2ccccc2)S1(=O)=O	x	x	x	x	27	u	-12%
CN[C@H](C(=O)N[C@H](C(=O)N(C)[C@H](/C=C(\C)C(=O)O)C(C)C)C(C)(C)C)C(C)(C)c1ccccc1	x	-27%	i	x	-7	x	x
CC(C)c1nc2c(c(-c3ccc(Cl)cc3)n1)CN(C(=O)c1ccccc1)CC2	-13%	-6%	2%	-1%	9	u	-20%
COc1ccc(N2CC3CCC(C2)N3CC2CCCC2)cc1	2%[87.6 µM]	6%[87.6 µM]	-16%[88.5 µM]	x	9	-21%[172 µM]	-27%[138 µM]
O=C(Nc1ccc2ncnc(N3CCCC3)c2c1)c1ccc(Cl)s1	11%	8%	1%	-7%	1	12%	i
Cc1ccc(-n2c(=O)c3oc4ccccc4c3n(Cc3ccccc3)c2=O)cc1C	9%	8%	x	x	4	x	x
COc1ccc(CNC(=O)c2cc(Nc3ccc(C)cc3C)nc3ccccc23)cc1	-12%	4%	x	x	2	x	x
